D2 agonist: D2 dopamine receptor (human) agonism; activation, % at 2 µM; hit rate 0.53% among 340,000; HEK293 T-REx D2 cells, calcium flux agonist mode; P14416; AID 485358;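 active = activation over 3 SD above normal in the single-dose calcium agonist read, cut at about 30% in these data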; note: 0% is about no effect
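Tetracycline-induced HEK293 Trex cells with D2 receptor force-coupled to calcium signaling, plated overnight at 30 C and loaded with no-wash calcium dye. Calcium flux read kinetically for 180 s after compound addition; responses flag agonists.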
Pin1 inhibitor: inhibitors of human Pin1; Q13526; Pin1 FP peptide displacement, HiFluor488, 10 min; Potency, µM (doses to about 115 µM), for the others: top-dose activity, negative = inhibition, usual class: inhibitors; hit rate 0.009% among 390,000; AID 504891; active = well fitted inhibition curve with a large enough effect in the polarisation, with a control signal flat, not every such curve was filed as active; inconclusive = small, poorly fitted or top-dose-only effect, or effect the other way, or a change in a side signal; inactive = no such curve, though single readings can be large or run the other way; the % refers to the polarisation; note: potency is the fitted concentration of half-maximal effect; % is set by controls: 0 for no effect and ±100 for the full control effect
Target sequence (Q13526 whole entry, looked up): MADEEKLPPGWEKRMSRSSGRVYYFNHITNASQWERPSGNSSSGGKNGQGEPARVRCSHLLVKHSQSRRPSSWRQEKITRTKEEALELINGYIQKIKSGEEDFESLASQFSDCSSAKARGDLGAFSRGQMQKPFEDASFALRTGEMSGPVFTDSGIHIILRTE
mIDH1 inhibitor: blocks human mutant IDH1 R132H enzyme. O75874. IDH1-R132H enzyme, NADPH consumption, diaphorase/resazurin fluorescence. Potency, µM (titrated, usually from 76.6 µM), without a hit: top-dose activity change, negative = inhibition, most hits filed as inhibitors. hit rate 0.093% among 390,000; note: potency is the fitted concentration of half-maximal effect; % is set by controls: 0 for no effect and ±100 for the full control effect; nearly all actives have a fitted effect of over 65% in size
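IDH1-R132H (0.5 ug/mL) preincubated 30 min with compound, then NADPH (0.016 mM) and alpha-KG (2 mM) added; 80 min at RT, pH 7.5. Remaining NADPH coupled via diaphorase/resazurin to fluorescence (540/590 nm); concentration-response curves normalized to no-enzyme control.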
USP1-UAF1 inh: blocks the human USP1/UAF1 deubiquitinase complex; recombinant USP1/UAF1, Ub-Rhodamine cleavage fluorescence; hit rate 0.23% among 390,000; Potency, µM (highest dose often 57.1 µM), without a hit: at the highest dose activity change, negative = inhibition, usual class: inhibitors; O94782; AID 743255; note: potency is the fitted concentration of half-maximal effect; % is set by controls: 0 for no effect and ±100 for the full control effect; nearly all actives have a fitted effect of over 60% in size; inactives centre near -12
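High-throughput fluorogenic screen: 1nM USP1/UAF1 complex, Ub-Rho substrate 150nM final, 50mM HEPES pH 7.8 with 0.5mM EDTA, 0.1 mg/ml BSA, 1mM TCEP and 0.01% Tween-20.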
TRHR enhancer: TRH receptor (human) allosteric enhancement; enhancement, % at 2 µM; TRHR cells, fluo-8 calcium fluorescence, EC20 TRH enhancement; hit rate 0.66% among 360,000; in the data active = enhancement above about 30%; note: 0% is about no effect
Target sequence (P34981 whole entry, looked up): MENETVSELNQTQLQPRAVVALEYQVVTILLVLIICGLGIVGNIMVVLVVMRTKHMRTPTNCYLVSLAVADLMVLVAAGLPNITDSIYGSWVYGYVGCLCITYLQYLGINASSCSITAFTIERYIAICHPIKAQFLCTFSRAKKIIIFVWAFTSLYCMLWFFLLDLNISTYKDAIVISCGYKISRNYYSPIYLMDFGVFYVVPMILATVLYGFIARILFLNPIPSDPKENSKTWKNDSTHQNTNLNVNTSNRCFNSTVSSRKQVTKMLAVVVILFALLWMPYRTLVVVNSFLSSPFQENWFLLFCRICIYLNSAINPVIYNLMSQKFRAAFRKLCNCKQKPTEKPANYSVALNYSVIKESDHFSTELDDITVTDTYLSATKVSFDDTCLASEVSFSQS
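TRHR-expressing cells loaded with fluo-8 calcium dye were read kinetically (ex 480/em 530) during compound addition, then stimulated with an EC20 of TRH (10 nM final). Enhancement of the Gq-mediated intracellular calcium response was scored.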
D2 antag: antagonizes the human D2 dopamine receptor. hit rate 2% among 340,000. P14416. inhibition, % at 10 µM. HEK293 TREx D2 cells, calcium flux, dopamine EC80. AID 485344; in the data active = inhibition above about 30%; note: 0% is about no effect
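Compounds are added to dye-loaded, induced HEK293 T-REx cells coupled to calcium release via D2; after a 3 min kinetic read an EC80 dopamine stimulus is given and fluorescence is recorded for 3 more min.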
TrxR1 substrate: substrates of rat thioredoxin reductase 1; O89049; purified TrxR1 substrate turnover, NADPH consumption readout; Potency, µM (doses to about 114 µM), for inactives: at the top dose activity change, negative = substrate turnover; hit rate 0.01% among 390,000; AID 588456; note: potency is the fitted concentration of half-maximal effect; % is set by controls: 0 for no effect and ±100 for the full control effect; nearly all actives have a fitted effect of over 50% in size
Target sequence (O89049 whole entry, looked up): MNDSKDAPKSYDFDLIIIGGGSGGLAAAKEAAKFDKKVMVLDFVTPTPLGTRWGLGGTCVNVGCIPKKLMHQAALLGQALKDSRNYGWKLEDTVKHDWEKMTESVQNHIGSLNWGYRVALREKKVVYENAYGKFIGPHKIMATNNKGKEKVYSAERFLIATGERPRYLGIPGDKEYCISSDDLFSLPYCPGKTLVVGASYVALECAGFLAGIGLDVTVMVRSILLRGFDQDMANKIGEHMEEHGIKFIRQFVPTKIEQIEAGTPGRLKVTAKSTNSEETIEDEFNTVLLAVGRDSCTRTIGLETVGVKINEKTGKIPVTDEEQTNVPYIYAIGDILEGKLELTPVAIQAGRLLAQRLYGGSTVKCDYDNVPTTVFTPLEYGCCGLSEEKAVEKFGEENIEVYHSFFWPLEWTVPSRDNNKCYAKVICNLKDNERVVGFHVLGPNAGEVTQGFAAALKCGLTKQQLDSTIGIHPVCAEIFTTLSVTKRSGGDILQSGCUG
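Rat TrxR1, dispensed at 90 nM, was prereduced with 400 uM NADPH (final) for 5 min at ~22 deg C, then incubated with compound 15 min before 400 uM selenite. A first-read NADPH fluorescence drop versus no-compound background flagged substrates.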
TRHR agonist: TRH receptor (human) agonism; P34981; TRHR cells, calcium flux fluo-8, FDSS agonist mode; activation, % at 2 µM; hit rate 0.18% among 360,000; in the data active = activation above about 30%; note: 0% is about no effect
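TRHR-expressing cells loaded with fluo-8 calcium dye; 23 nL library compound pin-transferred, kinetic FDSS fluorescence (Ex 480/Em 530) recorded about 180 s for agonist-induced calcium release, before a 10 nM TRH EC20 addition for potentiator mode.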
rTrxR1 inhibitor: rat TrxR1 inhibition | O89049 | recombinant rTrxR1, NADPH fluorescence consumption, selenite substrate | Potency, µM (series often up to 114 µM), for inactives: top-dose activity change, negative = inhibition, usual class: inhibitors | hit rate 1% among 390,000 | AID 588453; note: potency is the fitted concentration of half-maximal effect; % is set by controls: 0 for no effect and ±100 for the full control effect; nearly all actives have a fitted effect of over 65% in size
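Rat TrxR1 (90 nM in the dispensed reagent) was pre-reduced with 400 uM NADPH for 5 min at room temperature, then incubated with compound for 15 min. After 400 uM selenite was added, NADPH fluorescence (Ex 340/Em 450 nm) was followed for 8 min.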
Active calls of the source: *; ? = inconclusive; · = not tested or not shown; [ ] = dose if it differs, or a comment. Unless noted, calls come from the whole dose curve; as a rule, active = well fitted inhibition curve with a large enough effect; inconclusive = small, poorly fitted or top-dose-only effect; inactive = no such curve, though single readings can be large or run the other way.

The line under a structure holds: D2 agonist	Pin1 inhibitor	mIDH1 inhibitor	USP1-UAF1 inh	TRHR enhancer	D2 antag	TrxR1 substrate	TRHR agonist	rTrxR1 inhibitor
- COc1ccc(S(=O)(=O)Nc2ccccc2C(=O)NC(C)C)cc1OC
    -0.6	3%	2%	-2%	16	-3	13%	-0.1	-6%
- CC(C)(C)OC(=O)N1CCOCCOCCN(C(=O)OC(C)(C)C)CCOCCOCC1
    0.0	9%	4%	-16%	2	-2	-7%	0.5	-15%
- CC1CCN(c2ccc(NC(=O)C3CCCN3S(=O)(=O)c3ccc(F)cc3)cc2)CC1 (stereo not given)
    0.2	0%	5%	-10%	9	16	0%	-0.5	20%
- Cc1ccc(NC(=O)c2ccc(S(=O)(=O)N3CCCC3)cc2)nc1
    0.3	0%	19%	-11%	5	-5	2%[57.1 µM]	0.1	11%[57.1 µM]
- O=C(CSc1nnnn1C1CCCCC1)Nc1ccccc1N1CCOCC1
    -0.6	3%	1%	-21%	12	-5	7%	-0.6	29%
- Cc1cc(C2(c3cc(C)c(NC(=O)CN4CCOCC4)c(C)c3)CCCCC2)cc(C)c1NC(=O)CN1CCOCC1
    -0.2	-1%	5%	-2%	10	3	0%	0.4	9%
- COc1ccc(C)cc1NC(=O)C(Sc1nncn1C)c1ccccc1 (stereo not given)
    2.1	2%	0%	-7%	2	-5	-8%	-0.4	-3%
- CCC1CCCCN1C(=S)Nc1ccc(SC(F)F)cc1 (stereo not given)
    0.8	0%	2%	-20%	3	-6	3%	0.8	4%
- COC(=O)c1cc(NS(=O)(=O)c2ccc(Cl)c(N3C(=O)c4ccc(C(=O)O)cc4C3=O)c2)cc(C(=O)OC)c1
    ·	-7%	2%	-18%	-4	·	0%	-1.1	11%
- CC1=C(C(=O)Nc2ccccn2)C(c2ccc(N(C)C)cc2)n2ncnc2N1 (stereo not given)
    ·	-10%	9%	1%	3	·	8%	-0.1	19%
- COc1ccc2cc(CNc3ccc(C)cc3)c(=O)n(CC(=O)Nc3ccc(C)cc3Cl)c2c1
    0.2	0%	-2%	-26%	7	·	1%	-0.6	5%
- Cc1ccc(C2C(C#N)=C3N=C(N)c4ccccc4N3C3=C2C(=O)CCC3)cc1 (stereo not given)
    1.9	1%	-9%	-24%	6	28	-3%	0.3	-3%
- COc1ccc(Cl)cc1NC(=O)CN1C(=O)NC(Cc2c[nH]c3ccccc23)C1=O (stereo not given)
    ·	14%	1%	-9%	·	·	2%[11.4 µM]	·	?
- O=C(N/N=C\c1ccc(Br)o1)C1COc2ccccc2O1 (stereo not given)
    2.0	-5%	0%	-15%	0	6	4%	0.7	?
- FC(F)(F)c1cccc(Cc2noc(CN3CCCC(OCc4ccccn4)C3)n2)c1 (stereo not given)
    0.7	8%	5%	-14%	5	-6	-2%[57.1 µM]	0.6	-20%
- COCCn1nnnc1CN1CCSCC1
    1.2	1%	-2%	-22%	-5	-11	5%	0.0	20%
- COc1cc(-n2c(=O)c3ccccc3n(CC(=O)c3ccccc3)c2=O)cc(OC)c1OC
    0.8	-1%	9%	-17%	-6	-6	5%	-0.4	16%
- Cc1c(C(=O)N/N=C/c2ccc(-c3ccccc3[N+](=O)[O-])o2)sc(N)c1C#N
    -0.7	?	13%	-23%	2	-8	-16%	-0.4	-21%
- Cc1ccc(OC(=O)c2c(C)nn(-c3ccccc3)c2C)cc1
    0.8	1%	13%	-8%	-5	-18	-4%	0.1	9%
- Cc1ccc(NC(=O)COC(=O)C2CC(=O)N(Cc3ccccc3)C2)cc1S(=O)(=O)N(C)C (stereo not given)
    -2.2	1%	3%	-6%	-2	18	-5%	0.4	-7%[57.1 µM]
- CCCOc1ccc(C2C(C(=O)c3ccc(C)o3)=C(O)C(=O)N2Cc2ccco2)cc1 (stereo not given)
    0.4	6%	?	-25%	0	-13	-2%	0.8	?
- CN(C(=O)c1cccc(NC(=O)Cc2ccc(NC(=O)C3CCN(C(=O)C4CCCC4)CC3)cc2)c1)C1CCCC1
    ·	41%[activator]	6%[38.3 µM]	-16%	·	·	3%	·	31%
- CCOc1ccc(NC(=O)CSc2cc(C)c3ccccc3n2)cc1
    0.5	-9%	1%	-2%	-5	·	3%[57.1 µM]	0.7	7%[57.1 µM]
- CCOc1nc(NC2CCCC2)nc(N2CCC(C)CC2)n1
    -0.9	0%	1%	-23%	-6	-5	4%[57.1 µM]	0.5	14%
- c1ccc(Nc2c3c(nc4ncnn24)CCC3)cc1
    0.2	-3%	1%	4%	4	-9	6%[57.1 µM]	-0.4	-10%
- CCOc1ccc(C(=O)Nc2c(C(=O)Nc3ccccc3OC)oc3ccccc23)cc1OCC
    -1.2	-7%	0%	10%	5	·	-2%	-1.7	2%
- COc1ccccc1CCn1cnc2c3cc(C)ccc3n(C)c2c1=O
    ·	4%	-4%	-11%	8	·	13%	-2.8	2%
- Cn1c(=O)cc(OCCCC(=O)N2CCN(c3ccccc3)CC2)c2ccccc21
    -0.5	8%	-2%	-15%	4	14	-1%	-0.2	8%
- CN(C(=O)COC(=O)c1ccc2c(c1)OCO2)c1c(N)n(Cc2ccccc2)c(=O)[nH]c1=O
    0.4	6%	-1%	0%	4	18	-5%	-0.4	-2%
- O=C(CNC(=O)c1ccc(Br)cc1)NCC(=O)OCc1ccc(Cl)cc1
    -0.2	1%	-3%	-23%	-6	-2	0%	-1.5	10%

2 records drawn at random from the list so far, as already listed:
The line under a structure holds: D2 agonist	Pin1 inhibitor	mIDH1 inhibitor	USP1-UAF1 inh	TRHR enhancer	D2 antag	TrxR1 substrate	TRHR agonist	rTrxR1 inhibitor
- CCOc1ccc(NC(=O)CSc2cc(C)c3ccccc3n2)cc1
    0.5	-9%	1%	-2%	-5	·	3%[57.1 µM]	0.7	7%[57.1 µM]
- Cn1c(=O)cc(OCCCC(=O)N2CCN(c3ccccc3)CC2)c2ccccc21
    -0.5	8%	-2%	-15%	4	14	-1%	-0.2	8%

(list continues)
The line under a structure holds: D2 agonist	Pin1 inhibitor	mIDH1 inhibitor	USP1-UAF1 inh	TRHR enhancer	D2 antag	TrxR1 substrate	TRHR agonist	rTrxR1 inhibitor
- CC(=O)N1CCc2cc(S(=O)(=O)NC(Cc3ccccc3)C(=O)Nc3cc(C)cc(C)c3)ccc21 (stereo not given)
    0.7	30%[activator]	-9%	-7%	-2	·	5%	0.5	17%
- COc1ccc2c(c1)O/C(=C\c1sccc1C)C2=O
    -0.1	6%	6%	-19%	-1	5	-7%	-1.3	-3%
- C=CCn1c2ccccc2c(=O)c2cc(C#Cc3cc(OC)cc(OC)c3)ccc21
    -1.5	59%[activator]	6%	-23%	-3	11	55%[activator][57.1 µM]	0.4	10%[57.1 µM]
- O=S1(=O)CCN(Cc2cccc(Cl)c2)CC1
    -1.0	4%	-2%	-8%	10	12	11%[57.1 µM]	-0.1	14%[57.1 µM]
- COCCNC(=O)c1ccc(-n2c(-c3ccccc3)cc3c2CCC(C)C3)cc1 (stereo not given)
    0.5	2%	-8%	-15%	5	·	-7%	0.4	2%
- CCN1CCN(c2cc(C)c3cc(NC(=O)c4cc(Br)ccc4Cl)ccc3n2)CC1
    -0.7	9%	-13%	-15%	16	·	10%[2.29 µM]	-0.3	12%
- N#CCCCSC1=C(C#N)C(c2ccccc2Cl)CC(=O)N1 (stereo not given)
    -0.4	2%	7%	-24%	1	-6	2%	-0.3	13%
- O=C(CCSCCC(=O)Nc1c(F)c(F)c(F)c(F)c1F)Nc1c(F)c(F)c(F)c(F)c1F
    1.8	6%	-2%	5%	-8	-7	-1%[57.1 µM]	-0.1	-9%[57.1 µM]
- O=C(C1=C[C@@H](c2coc3ccccc3c2=O)C[C@@H](OCCCCO)O1)N1CCOCC1
    0.3	1%	-7%	-9%	-18	62*	10%[57.1 µM]	-0.6	14%[57.1 µM]
- CCOC(=O)[C@H]1[C@H]2COc3ccc(Br)cc3[C@@H]2N2C(=O)c3ccc(C)cc3NC(=O)[C@@]12C
    0.7	48%[activator]	-10%[38.3 µM]	?	-2	-6	-7%	0.5	11%
- CCOC(=O)c1cnc2ccc(C(=O)OC)cc2c1Nc1ccc(OCc2ccccc2Cl)cc1
    1.7	1%	14%	-15%	-9	·	-4%	0.4	-16%
- Cc1cc(Br)ccc1Nc1nc(N)nc(N)c1N=O
    ·	?	7%	-5%	·	·	13%[57.1 µM]	·	40%[57.1 µM]
- CCN(CC(=O)Nc1cc(Cl)ccc1C)C(=O)Cn1c(=O)cnc2ccccc21
    0.3	6%	3%	-22%	7	18	-8%	0.0	-5%
- COc1ccc(OC(=O)Nc2ccccc2)cc1
    -0.2	1%	-3%	-10%	3	5	8%	0.0	23%
- CN(CC1COCCO1)C(=O)c1cc(COc2c(F)cccc2F)on1 (stereo not given)
    -0.5	-1%	8%	-8%	-3	-6	-7%	0.0	-6%
- COc1c2ccc(C(=O)NCc3cc(C(F)(F)F)cc(C(F)(F)F)c3)cc2nn1C
    0.1	?	-1%	-31%	4	41*	39%[activator]	-0.1	14%
- CCOC(=O)c1cnc(SC2CCc3ccccc3C2=O)nc1N (stereo not given)
    0.5	?	17%	-12%	7	8	-3%	0.1	-5%
- O=C(O)CCN1CC2([N+](=O)[O-])C=CC(=O)C([N+](=O)[O-])(C1)C2CC(=O)c1ccccc1 (stereo not given)
    -0.2	?	2%	-7%	19	12	-11%	-0.4	14µM*
- Cc1cc(C)c(C(=O)Nc2ccccc2)c(SCC(=O)Nc2ccc(Br)cc2C)n1
    ·	2%	-10%	-17%	-13	·	1%	1.4	8%
- Cc1oc2cc(Br)c(O)c(Br)c2c1C(=O)c1ccccc1
    -1.7	-2%	2%	-24%	-5	23	5%	-0.8	14%
- CCC(C)(C)C1CCC(=NNC(=S)Nc2ccccc2)CC1 (stereo not given)
    -0.3	5%	-8%	-11%	-3	9	-6%[57.1 µM]	-0.4	-16%[57.1 µM]
- Cc1cc(S(=O)(=O)N2CCOCC2)ccc1OCC(=O)NCc1ccco1
    1.1	-1%	-16%	-8%	3	4	-4%[57.1 µM]	2.0	-8%[57.1 µM]

Assay outcomes deposited in PubChem by National Center for Advancing Translational Sciences (NCATS).

Not all compounds are listed; rates above refer to the full screens.
